SRC1 TRFRET art: TR-FRET detection interference compounds, primary screen, artefact control for PPARgamma SRC-1 recruitment agonists, biochemical, TR-FRET emission ratio | TR-FRET detection artefact counter-screen; hits give high values | TR-FRET ratio at 8 µM | 0.34% of 99,000 active | AID 1051, 2008; in the data active = TR-FRET ratio above about 2300; note: inactives centre near 1800
SRC3 TRFRET art: TR-FRET detection interference compounds, artefact control for PPARgamma SRC-3 recruitment agonists, biochemical, TR-FRET ratio. 0.39% of 99,000 active. TR-FRET ratio at 8 µM. TR-FRET artefact counter-screen, PPARgamma/SRC-3 format; hits give high values; in the data active = TR-FRET ratio above about 2000; note: inactives centre near 1600
An asterisk follows results filed as active. An excerpt; rates above refer to the full screens.

Second line of a record: SRC1 TRFRET art, SRC3 TRFRET art
[1] O=C(Nc1cccc(C(=O)O)c1)/C(=C\c1ccc2c(c1)OCO2)NC(=O)c1ccc(Br)o1
  1885, 1412
[2] O=C(NC1CCCCC1)C1CC(=O)N(c2cccc([N+](=O)[O-])c2)C1 (stereo not drawn)
  1783, 1518
[3] COC(=O)c1cn(NC(=O)c2cc([N+](=O)[O-])ccc2F)c(=O)c2ccccc12
  1730, 1518
[4] COc1ccc(NC(=S)NCCc2ccc(S(N)(=O)=O)cc2)c(OC)c1
  1892, 1438
[5] Cc1ccc(-c2nc3ncccc3o2)cc1NC(=S)NC(=O)c1ccco1
  1785, 1469
[6] Cc1ccc(C(=O)CC(C(=O)O)P(=O)(c2ccccc2)c2ccccc2)cc1 (stereo not drawn)
  1566, 1402
[7] C#CCOC(=O)CCCC(=O)Nc1ccccc1OC
  1828, 1764
[8] Cc1cc(NC(=O)CN(C)CCOc2ccccc2)ccc1Br
  1705, 1587
[9] N#CC1=C(N)N(c2ncn[nH]2)C2=C(C(=O)CCC2)C1c1ccccc1 (stereo not drawn)
  1852, 1606
[10] O=C(CSc1ccc(-c2cccnc2)nn1)N1CCCC1
  1475, 1481
[11] CCc1cc[n+](C2=C([O-])c3ccccc3C(=O)/C2=N\S(=O)(=O)c2cccs2)cc1
  1999, 1583
[12] O=C(NCc1ccco1)c1c(O)c2cccc3c2n(c1=O)CCC3
  1939, 1447
[13] COc1ccc(N=Cc2c(O)cc(C)oc2=O)cc1
  1747, 1389
[14] Cc1ccc2cc3c(N)c(C(=O)Nc4c(C)[nH]c(=O)[nH]c4=O)sc3nc2c1
  1871, 1784
[15] C/C(CC(=O)Nc1ccc(Cl)cc1)=N\NC(=O)C(=O)N1CCCCC1
  1987, 1629
[16] O=C(CSc1nnc(-c2ccc([N+](=O)[O-])cc2)o1)Nc1ccccn1
  1603, 1352
[17] NC(=O)COC(=O)CC1CC2CCC1C2 (stereo not drawn)
  1754, 1433
[18] COc1cccc(CNC(=S)Nc2cc(C)ccc2C)c1
  1458, 1565
[19] CC(/C=N\NC(=O)CN1CCN(S(=O)(=O)c2ccc(C)cc2)CC1)=C\c1ccccc1
  1692, 1664
[20] O=C(O)CCc1nn2c3ccccc3n(CC(=O)c3cccs3)c2nc1=O
  1886, 1699
[21] COc1ccccc1CNC(=O)c1ccc2nc3[nH]c4ccccc4c3nc2c1
  1987, 1724
[22] Cc1ccc2nc(-c3ccc(S(=O)(=O)N4CCCCC4)cc3)cn2c1
  1691, 1488
[23] Cc1ccc2oc(=O)c(/C=C(\O)c3ccccc3)nc2c1
  2050, 1569
[24] CCOC(=O)C(NC(=O)c1ccc(F)cc1)(Nc1sc2c(c1C(N)=O)CCC2)C(F)(F)F (stereo not drawn)
  1792, 1614
[25] Cc1ccc(CN2C3=NCCN3c3ccccc32)cc1
  1921, 1590
[26] CCCC(=O)n1nc(-c2cccnc2)nc1NCc1ccc(OC)cc1
  1869, 1584
[27] CCc1nnc(NC(=O)Cc2ccc(Br)cc2)s1
  1670, 1523
[28] Cc1ccc(C)c(OCCN2C(=O)NC3(CCc4ccccc4C3)C2=O)c1 (stereo not drawn)
  1806, 1804
[29] N#Cc1c(-c2ccccc2)cc2nc3ccccc3n2c1N
  1887, 1748
[30] COc1ccccc1NC(=O)Nc1ccc2c(c1)nc(C)n2C
  2022, 1536
[31] Cc1ccc(C(=O)NCC(=O)NCC(=O)OCC(=O)c2ccc(F)cc2)cc1
  1610, 1540
[32] CCOC(=O)C(NC(=O)c1cccc(Cl)c1)(Nc1sc2c(c1C(N)=O)CCC2)C(F)(F)F (stereo not drawn)
  1978, 1590
[33] CCOC(=O)C(NC(=O)c1ccccc1Cl)(Nc1ccc(C)c(C)c1)C(F)(F)F (stereo not drawn)
  1796, 1521
[34] C=CCNc1ncnc2c1cnn2-c1cccc(C)c1
  1984, 1581
[35] O=C(Cn1cncn1)NCc1ccc(Cl)cc1
  1887, 1504
[36] CCS(=O)(=O)c1c([N+](=O)[O-])ncn1C
  1937, 1834
[37] CN(C)c1nc(C#N)nc(N(C)C)n1
  1793, 1464
[38] CCCc1nc2c(sc3nc4c(cc32)COC(C)(C)C4)c(=O)n1CCN(CC)CC
  1802, 1662
[39] CN(C)C(CNC(=O)c1ccc(NC(=O)CC#N)cc1)c1ccccc1 (stereo not drawn)
  2001, 1700
[40] Cc1c(C(=O)C(=O)N2c3ccc(F)cc3CCC2C)c2ccccc2n1C (stereo not drawn)
  1735, 1588
[41] COc1ccc(/C=C/C(=O)Oc2ccc(C)c(C)c2)cc1OC
  1599, 1547
[42] N#CCCCn1c(=O)oc2ccccc21
  1621, 1569
[43] COc1cc(N2CCCC2)ccc1[N+](=O)[O-]
  1803, 1561
[44] Cc1ccccc1Cn1c(=N)n(CC(=O)c2ccc([N+](=O)[O-])cc2)c2ccccc21
  2038, 1311
[45] COc1ccc(C(=O)Nc2nccs2)cc1[N+](=O)[O-]
  1850, 1504
[46] COc1cc(/C=C/C(=O)OCC(=O)Nc2ccc(S(=O)(=O)N3CCCC3)cc2)ccc1O
  1576, 1614
[47] O=C(O)CCn1cc(/C=C\C(=O)c2ccc(Cl)cc2)c(-c2cccc(Br)c2)n1
  1660, 1384
[48] C/C(=N/NC(=O)c1ccncc1)c1c[nH]c2ccccc12
  1799, 1430
[49] CCN(C(=S)Nc1ccc(Oc2ccccc2)cc1)c1ccccc1
  1685, 1288
[50] CN(c1cccc(NC(=O)CN(c2cccc(Cl)c2)S(=O)(=O)c2ccccc2)c1)S(C)(=O)=O
  2029, 1640

More structures
Second line of a record: SRC1 TRFRET art, SRC3 TRFRET art
[51] CCN(CC)C(=O)Cn1cnc2sc(C(=O)N3CCN(Cc4ccc5c(c4)OCO5)CC3)c(C)c2c1=O
  1754, 1480
[52] O=C1NC(Cc2ccccc2)C(=O)N1CC(=O)N1CCCc2ccccc21 (stereo not drawn)
  2020, 1600
[53] Cc1cc(C(=O)N/N=C/c2cc(Br)ccc2OC(=O)c2ccccc2Cl)n[nH]1
  1923, 1492
[54] O=C(N/N=C\c1c(O)ccc2ccccc12)c1ccc(S(=O)(=O)N2CCCCC2)cc1
  1622, 1287
[55] O=C(NCc1ccccc1)c1cccc(COc2cc(Cl)ccc2Cl)c1
  1707, 1482
[56] Cc1ccc2nc(-c3ccccn3)cc(C(=O)Nc3ccc(S(=O)(=O)N4CCOCC4)cc3)c2c1
  1580, 1364
[57] COc1ccc(N/C=C/C(=O)c2ccc(Cl)cc2)cc1
  1513, 1343
[58] CC1(C)CC(=O)C(C2c3ccccc3Oc3ccccc32)C(=O)C1
  1759, 1497
[59] C#CCNC(=O)C1=C[C@@H](C2CCCCC2)[C@H](CCCO)[C@@H](OCC)O1
  1815, 1635
[60] Cc1sc(NC(=O)C2C3CCC(C3)C2C(=O)O)c(C(N)=O)c1-c1ccc(C(C)(C)C)cc1 (stereo not drawn)
  2090, 1685
[61] COc1ccc(CCNC(=O)CSc2c[nH]c3ccccc23)cc1OC
  1808, 1562
[62] CCOc1ccc(NC(=O)CN(c2ccc([N+](=O)[O-])cc2)S(=O)(=O)c2ccccc2)cc1
  1962, 1652
[63] O=C(NCc1cccs1)c1cnc2sccn2c1=O
  1524, 1818
[64] CC(=O)c1c(C)[nH]c(C(=O)CSc2ncnc3sc(-c4ccccc4)cc23)c1C
  2113, 1771
[65] CCOP(=O)(OCC)C(NC(=O)Nc1ccccc1)c1ccccc1 (stereo not drawn)
  1729, 1475
[66] CCCN(CC1CC1)C(=S)NC(=O)c1ccc(S(=O)(=O)N2CCOCC2)cc1
  2073, 1565
[67] CCCS(=O)(=O)N1CCN(Cc2ccc3c(c2)c2ccccc2n3CC)CC1
  1744, 1544
[68] COc1cccc(C(=O)N2CCn3c2nc2ccccc23)c1
  2019, 1518
[69] O=C(NC(=S)Nc1ccc(Cc2ccncc2)cc1)c1ccccc1
  2225, 1793
[70] CCN(CC)S(=O)(=O)c1ccc(OC)c(NC(=S)Nc2cccc(C)c2C)c1
  1755, 1527

21 structures already listed, arranged by length of the SMILES, ascending:
Second line of a record: SRC1 TRFRET art, SRC3 TRFRET art
[63] O=C(NCc1cccs1)c1cnc2sccn2c1=O
  1524, 1818
[68] COc1cccc(C(=O)N2CCn3c2nc2ccccc23)c1
  2019, 1518
[45] COc1ccc(C(=O)Nc2nccs2)cc1[N+](=O)[O-]
  1850, 1504
[49] CCN(C(=S)Nc1ccc(Oc2ccccc2)cc1)c1ccccc1
  1685, 1288
[69] O=C(NC(=S)Nc1ccc(Cc2ccncc2)cc1)c1ccccc1
  2225, 1793
[61] COc1ccc(CCNC(=O)CSc2c[nH]c3ccccc23)cc1OC
  1808, 1562
[55] O=C(NCc1ccccc1)c1cccc(COc2cc(Cl)ccc2Cl)c1
  1707, 1482
[58] CC1(C)CC(=O)C(C2c3ccccc3Oc3ccccc32)C(=O)C1
  1759, 1497
[52] O=C1NC(Cc2ccccc2)C(=O)N1CC(=O)N1CCCc2ccccc21 (stereo not drawn)
  2020, 1600
[67] CCCS(=O)(=O)N1CCN(Cc2ccc3c(c2)c2ccccc2n3CC)CC1
  1744, 1544
[70] CCN(CC)S(=O)(=O)c1ccc(OC)c(NC(=S)Nc2cccc(C)c2C)c1
  1755, 1527
[66] CCCN(CC1CC1)C(=S)NC(=O)c1ccc(S(=O)(=O)N2CCOCC2)cc1
  2073, 1565
[53] Cc1cc(C(=O)N/N=C/c2cc(Br)ccc2OC(=O)c2ccccc2Cl)n[nH]1
  1923, 1492
[64] CC(=O)c1c(C)[nH]c(C(=O)CSc2ncnc3sc(-c4ccccc4)cc23)c1C
  2113, 1771
[59] C#CCNC(=O)C1=C[C@@H](C2CCCCC2)[C@H](CCCO)[C@@H](OCC)O1
  1815, 1635
[54] O=C(N/N=C\c1c(O)ccc2ccccc12)c1ccc(S(=O)(=O)N2CCCCC2)cc1
  1622, 1287
[46] COc1cc(/C=C/C(=O)OCC(=O)Nc2ccc(S(=O)(=O)N3CCCC3)cc2)ccc1O
  1576, 1614
[56] Cc1ccc2nc(-c3ccccn3)cc(C(=O)Nc3ccc(S(=O)(=O)N4CCOCC4)cc3)c2c1
  1580, 1364
[62] CCOc1ccc(NC(=O)CN(c2ccc([N+](=O)[O-])cc2)S(=O)(=O)c2ccccc2)cc1
  1962, 1652
[50] CN(c1cccc(NC(=O)CN(c2cccc(Cl)c2)S(=O)(=O)c2ccccc2)c1)S(C)(=O)=O
  2029, 1640
[51] CCN(CC)C(=O)Cn1cnc2sc(C(=O)N3CCN(Cc4ccc5c(c4)OCO5)CC3)c(C)c2c1=O
  1754, 1480

(more compounds)
Second line of a record: SRC1 TRFRET art, SRC3 TRFRET art
[71] COC(=O)C1=C(C)n2cnnc2NC1c1ccc(Cl)cc1 (stereo not drawn)
  1987, 1636
[72] O=CN1CCC(=O)N(Cc2ccccc2)c2ccccc21
  1943, 1392
[73] COc1cc(OC)cc(C(=O)OCn2nnc3ccccc3c2=O)c1
  1756, 1478
[74] CS(=O)(=O)c1ccccc1C(=O)N1CCN(Cc2ccccc2)CC1
  1673, 1456
[75] Cc1cccc(OCc2n[nH]c(=S)o2)c1C
  1664, 1681
[76] CC(=O)Nc1ccc(OS(=O)(=O)c2cc(Cl)ccc2C)cc1
  1996, 1703
[77] O=c1[nH]c(N/N=C\c2ccc(F)cc2)nc2ccccc12
  1522, 1574
[78] Cc1nc2c(S(=O)(=O)c3ccccc3)cnn2c(C)c1C
  1919, 1491
[79] Cc1nn(-c2ccccc2)c(N)c1C1(O)C(=O)N(C)c2ccccc21 (stereo not drawn)
  1647, 1482
[80] COc1ccc(C(=O)C2CCCN(C(=O)c3cc4nc(C)cc(C)n4n3)C2)cc1F (stereo not drawn)
  1709, 1760

Whole records as entered above. Order of values: SRC1 TRFRET art	SRC3 TRFRET art
O=c1[nH]c(N/N=C\c2ccc(F)cc2)nc2ccccc12 is entered as 1522	1574
CC(=O)Nc1ccc(OS(=O)(=O)c2cc(Cl)ccc2C)cc1 is entered as 1996	1703
Cc1nn(-c2ccccc2)c(N)c1C1(O)C(=O)N(C)c2ccccc21 (stereo not drawn) is entered as 1647	1482
CS(=O)(=O)c1ccccc1C(=O)N1CCN(Cc2ccccc2)CC1 is entered as 1673	1456

Continuation:
Second line of a record: SRC1 TRFRET art, SRC3 TRFRET art
[81] CN=C(Nc1ccccc1)SC1CC(=O)N(c2cccc(OC)c2)C1=O (stereo not drawn)
  1701, 1600
[82] O=C(NCCn1ccc2ccccc21)c1ccc2c(c1)OCO2
  1702, 1456
[83] C/C(=N\NC(=S)NC1CCCCC1)c1c(F)cccc1F
  1926, 1737
[84] CC(C)Cn1c(SCC(=O)Nc2ncccn2)nc2ccccc21
  1745, 1620
[85] CCCCN1C(=O)c2ccc(C(=O)Nc3c(N)n(CCCC)c(=O)n(C)c3=O)cc2C1=O
  1832, 1629
[86] CCCn1c(SCc2cc(=O)oc3ccc4ccccc4c23)n[nH]c1=O
  1718, 1539
[87] CNS(=O)(=O)c1ccc(N=Cc2c(C)[nH]n(-c3ccc(C)cc3C)c2=O)cc1
  1832, 1865
[88] O=C(COc1ncnc2ccccc12)Nc1ccccc1[N+](=O)[O-]
  1680, 1429
[89] COc1ccc(S(=O)(=O)Nc2ccccc2C)cc1C(=O)N1CCOCC1
  1820, 1576
[90] Cc1ccc(C(=O)NCCc2nnc3ccc(SCC(=O)Nc4cc(C)on4)nn23)cc1
  1694, 1596
[91] CN(C)C(=O)COC(=O)c1cccc(CN2C(=O)c3ccccc3C2=O)c1
  1786, 1578
[92] COc1ccc(NC(=O)/C(C#N)=C\c2cc(OC)c(OCc3ccc(C(=O)O)cc3)cc2Br)cc1
  1772, 1540
[93] Cc1ccc(/C(O)=C2\C(=O)C(=O)N(CCc3c[nH]c4ccccc34)C2c2cccnc2)cc1 (stereo not drawn)
  1664, 1402

Source: PubChem (The Scripps Research Institute Molecular Screening Center)
